FadD28 binding: inhibitors of FadD28 bisubstrate probe binding, primary screen, biochemical, fluorescence polarization, single point. inhibition, % at 12.5 µM. hit rate 0.22% among 360,000. Mycobacterium tuberculosis FadD28 fatty-acid-AMP ligase. AID 588549, 2011; in the data active means inhibition above about 8.5%, passing the limit was not always enough; inconclusive means no clear call, values can overlap the other calls
TcdB GH inh: TcdB glycohydrolase inhibitors, primary screen, biochemical, single point, plate reader. AID 652162, 2013. hit rate 0.24% among 350,000. TcdB glycohydrolase enzymatic assay. Toxin B (Clostridioides difficile), P18177. inhibition, % at 9.99 µM; in the data active means inhibition above about 10%
Y pestis TopoI: Yersinia pestis topoisomerase I inhibitors, primary screen, biochemical, cleavage product accumulation, plate reader, single point. activity, % at 10 µM. AID 504884, 2011. Y. pestis Topo-I cleavage product accumulation. DNA topoisomerase I (Yersinia pestis CO92). hit rate 0.064% among 360,000; in the data active means activity above about 50%, passing the limit was not always enough; inconclusive means no clear call, values can overlap the other calls; further: inactives centre near 2
CCHF vOTU inh: CCHFV vOTU protease inhibitors, primary screen, biochemical, Pep-AMC substrate, fluorescence; Crimean-Congo hemorrhagic fever virus L polyprotein viral ovarian tumor (vOTU) protease …; inhibition, % at 11.5 µM; hit rate 0.55% among 370,000; AID 651958, 2012; in the data active means inhibition above about 30%; further: 0% = vehicle wells with enzyme and 100% = no enzyme wells
PfHsp40 rescue: rescue of yeast from PfHsp40 toxicity, primary screen, S. cerevisiae, ATP luminescence; growth rescue, % at 12.5 µM; S. cerevisiae expressing PfHsp40, growth rescue; hit rate 0.68% among 340,000; in the data active means growth rescue above about 28%, passing the limit was not always enough; inconclusive means no clear call, values can overlap the other calls;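 further: yeast W303a lacking pdr1 and pdr3 grown in galactose medium; growth measured after three days at 30 °C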
PrPC TRFRET: inhibitors of human cell surface prion protein PrPC, primary screen, cell-based, TR-FRET; TR-FRET read-out; inhibition, % at 13.8 µM; hit rate 0.43% among 370,000; in the data active means inhibition above about 24%; further: 0% = median of the test wells and 100% = reference compound wells
BoNT-F LC inh: BoNT/F light chain protease inhibitors, primary screen, biochemical, flow cytometry, MLPCN library. hit rate 0.22% among 360,000. Multiplex microsphere protease cleavage assay. AID 588497, 2011. inhibition, % at 10 µM. Botulinum neurotoxin type F light chain protease (Clostridium botulinum); in the data active means inhibition above about 35%, passing the limit was not always enough; inconclusive means no clear call, values can overlap the other calls; further: plate controls were buffer without enzyme for full effect and enzyme alone for no effect
Anthrax LF inh2: Bacillus anthracis LF protease inhibitors, primary screen, biochemical, multiplex microsphere, MLPCN library. multiplex microsphere protease cleavage assay. inhibition, % at 10 µM. hit rate 0.12% among 360,000. AID 588501, 2011; further: plate controls were buffer without enzyme for full effect and enzyme alone for no effect
BoNT A protease: BoNT/A light chain protease inhibitors, primary screen, biochemical, flow cytometry, MLPCN library | Botulinum neurotoxin type A light chain protease (Clostridium botulinum A str. ATCC 3502) | hit rate 0.17% among 360,000 | multiplex microsphere protease substrate cleavage | inhibition, % at 10 µM; further: plate controls were buffer without enzyme for full effect and enzyme alone for no effect
The depositor's hits bear a star; ? = inconclusive; · = no result given. Unless noted, no stated cut-off is given here; in the data, active means inhibition above about 30%; inconclusive means no clear call, values can overlap the other calls; inactive means below that.

A first look, 4 compounds:
nr	canonical_smiles	FadD28 binding	TcdB GH inh	Y pestis TopoI	CCHF vOTU inh	PfHsp40 rescue	PrPC TRFRET	BoNT-F LC inh	Anthrax LF inh2	BoNT A protease
1	CC1(C)CN(c2cccc(C#N)c2)C1=O	-3.0	0.3	-11	-5	-0.8	5	-9	-4	-1.8
2	COc1cc(C2c3cc4c(cc3OC(N3CCCC3)C2C)OCO4)cc(OC)c1O (configuration not stated)	-3.6	-21	6	9	0.9	5	-4	-4	-0.6
3	C(=N\n1cnnc1)/c1ccc2c(c1)OCO2	-0.2	·	10	1	0.6	-7	-3	0	-1.7
4	COc1ccc(CCNC(=O)CN(C2CCCCC2)S(C)(=O)=O)cc1	-4.1	·	-11	8	1.3	8	2	-3	0.4

The whole of this part, from the start:
nr	canonical_smiles	FadD28 binding	TcdB GH inh	Y pestis TopoI	CCHF vOTU inh	PfHsp40 rescue	PrPC TRFRET	BoNT-F LC inh	Anthrax LF inh2	BoNT A protease
1	CC1(C)CN(c2cccc(C#N)c2)C1=O	-3.0	0.3	-11	-5	-0.8	5	-9	-4	-1.8
2	COc1cc(C2c3cc4c(cc3OC(N3CCCC3)C2C)OCO4)cc(OC)c1O (configuration not stated)	-3.6	-21	6	9	0.9	5	-4	-4	-0.6
3	C(=N\n1cnnc1)/c1ccc2c(c1)OCO2	-0.2	·	10	1	0.6	-7	-3	0	-1.7
4	COc1ccc(CCNC(=O)CN(C2CCCCC2)S(C)(=O)=O)cc1	-4.1	·	-11	8	1.3	8	2	-3	0.4
5	CC(C)C[C@H](NC(=O)C1CCN(S(=O)(=O)c2ccccc2)CC1)C(=O)NCc1cccnc1	-4.6	0.9	-3	8	-1.6	2	1	-2	-0.6
6	CCn1c(CSCc2ccc(C)cc2)nnc1SCC(=O)N1CCN(c2ccccc2)CC1	0.8	-0.2	19	9	2.7	8	1	0	-0.6
7	Cc1nc(C)c(C(=O)Nc2ccc(Oc3ccccc3)cc2)o1	-2.7	·	5	10	-0.2	11	3	1	3.7
8	CN(C)c1ccnc2sc(C(=O)c3ccccc3)c(N)c12	-0.8	2.6	-9	9	16	-33	-2	0	1.1
9	COc1ccc(NC(=O)NCc2cccn2C)c(OC)c1	0.2	·	-5	6	-1.4	-3	0	-2	0.4
10	CCc1ccc(NC(=S)N2CCN(S(=O)(=O)c3ccccc3)CC2)cc1	-2.4	0.3	14	-7	0.2	1	3	0	-1.1
11	COc1cccc(C(=O)NC(=S)Nc2ccc3c4c(cccc24)CC3)c1	2.9	·	6	23	-0.5	4	-9	-7	0.3
12	CC(C)C(C(=O)O)N1C(=O)/C(=C/c2cccn2C)SC1=S (configuration not stated)	3.2	3.8	0	24	0.2	-12	-12	-1	0.1
13	CSC1=C(C#N)C(c2ccccc2Cl)C2=C(N1)c1ccccc1C2=O (configuration not stated)	-1.2	·	1	25	-0.4	-1	·	·	·
14	CC(O)CNC(=S)Nc1ccccc1 (configuration not stated)	0.2	1.2	-5	-10	-0.1	-1	-3	-2	-1.0
15	CCn1c(SCC(=O)N/N=C(\C)c2ccncc2)nnc1-c1ccccc1	-2.3	0.3	-7	1	-2.3	5	2	1	-0.4
16	CCCCOC(=O)Cn1c(=N)n(CCN(CC)CC)c2ccccc21	-2.1	·	0	17	-0.4	2	1	-2	0.0

An excerpt from above, showing only FadD28 binding and PrPC TRFRET:
no.	SMILES	FadD28 binding	PrPC TRFRET
10	CCc1ccc(NC(=S)N2CCN(S(=O)(=O)c3ccccc3)CC2)cc1	-2.4	1
11	COc1cccc(C(=O)NC(=S)Nc2ccc3c4c(cccc24)CC3)c1	2.9	4

More records
nr	canonical_smiles	FadD28 binding	TcdB GH inh	Y pestis TopoI	CCHF vOTU inh	PfHsp40 rescue	PrPC TRFRET	BoNT-F LC inh	Anthrax LF inh2	BoNT A protease
17	N#Cc1nc(COc2ccc(Br)cc2)oc1NCCN1CCOCC1	-0.8	·	6	-6	-1.4	-4	-2	0	-2.1
18	Cc1cc(C)n(CCNC(=O)C2CCC(=O)N(CCc3cccc(F)c3)C2)n1 (configuration not stated)	0.1	-1.5	4	-5	-1.0	2	-6	-1	2.7
19	COc1ccc(NC(=O)c2cc(-c3ccc(F)cc3OC(C)C)n[nH]2)cn1	-1.2	1.0	11	-13	·	-1	5	0	-0.5
20	S=c1[nH]nc2c3c4c(sc3ncn12)CCCC4	-0.9	·	-4	-1	9.2	1	3	-7	0.5
21	O=C(Cn1cnc2ccccc21)NC(c1ccccc1)c1ccccc1	-1.8	·	-2	-3	-1.1	-1	-4	0	-0.5
22	COc1cccc(C(=O)NNC(=O)C(=O)N2CCCCC2)c1	-3.3	1.2	10	0	0.4	-4	-2	-1	-1.1
23	CN(c1ccccc1)S(=O)(=O)c1cccc(NC(=O)c2cc3ccccc3oc2=O)c1	0.2	1.0	-1	-6	-1.2	6	-4	-2	0.0
24	Cn1c(C(=O)N2CCCc3ccccc32)cc2sccc21	-1.2	·	-7	-8	0.9	0	-14	0	1.4
25	COc1ccc(-c2c(C)c3ccc(O)cc3oc2=O)cc1	-3.0	0.2	2	-296	0.5	-2	11	2	2.4
26	CN(CC(=O)Nc1ccccc1Br)C(=O)CCC1CCCC1	-4.2	2.9	6	7	-0.9	0	3	-4	-1.3
27	COc1ccc(N2CC(C(=O)N[C@H](C(=O)NC3CCCCC3)C(C)C)CC2=O)cc1 (some centres not stated)	-2.6	-11	2	13	0.4	11	4	2	0.4
28	Cc1cnc(C(=O)OC(C)C(=O)NCc2ccccc2)cn1 (configuration not stated)	-1.4	1.4	3	-1	-1.4	-4	-3	2	-1.6
29	O=C(OCC(=O)N1CCc2ccccc2C1)c1ccc(OC(F)F)cc1	-2.5	1.7	16	22	0.3	-4	-8	1	-2.5
30	Cc1ccc(C)c(NS(=O)(=O)c2cc(C(=O)N3CCc4ccccc4C3)ccc2Cl)c1	-6.3	0.4	17	4	24	10	4	6	0.5
31	COC(=O)CSc1nc2c(c(=O)[nH]c(=O)n2C)n1CCC(C)C	-0.5	·	4	1	0.3	-3	-5	5	0.3
32	CCOc1cc2[nH]c(=S)n(C3CCN(Cc4ccccc4)CC3)c(=O)c2cc1OCC	-0.4	2.3	6	-6	-0.9	-1	2	7	0.2
33	Cc1csc(SCC(=O)Nc2ccc(F)cc2Cl)n1	-1.7	0.6	1	1	-0.5	6	-9	-2	-1.7
34	CNc1cncc(-c2ccccc2NC(C)=O)n1	-3.1	1.4	-4	-23	·	-10	-3	-1	-0.5
35	COC(=O)C1CCCN1C(=O)c1cccs1 (configuration not stated)	-1.0	·	-5	6	-0.3	5	-11	1	0.0
36	COc1ccc(NC(=O)NC(C)c2ccc3c(c2)OCO3)cc1OC (configuration not stated)	0.7	2.7	10	-5	-0.6	8	4	-2	0.2
37	CC1CCN(C(=O)COC(=O)c2cc(S(=O)(=O)N3CCOCC3)ccc2Cl)CC1	-1.7	0.4	12	-6	0.2	-3	10	-4	2.2
38	COCC(=O)N1CCC(Oc2ccc(C(=O)N(C)CCCC3CCCC3)cc2)CC1	-0.2	0.6	28	3	-1.8	2	·	·	·
39	CC(C)(C)OC(=O)NCCc1nnc(SCC(N)=O)o1	-0.5	·	13	-6	-0.5	-3	?	?	?
40	CC(C)c1nnc(NC(=O)c2ccc3ccccc3c2)s1	-3.2	0.6	8	2	-1.5	3	-9	-5	1.1
41	CC(=O)c1ccccc1NC(=O)COC(=O)c1cc2ccccc2[nH]1	-2.0	0.8	27	-1	0.2	-3	-11	4	-0.3
42	O=C(Nc1ccccc1N1CCN(C(=O)c2ccc(Cl)cc2)CC1)c1cccnc1	-3.4	·	-4	7	0.7	-3	-12	-14	1.6
43	O=C(CC1C(=O)NCCN1Cc1cccc(F)c1)NCCCOc1cccnc1 (configuration not stated)	0.0	0.1	6	-4	-0.4	0	6	1	-1.8
44	C=C1N(C)c2cc([N+](=O)[O-])c(N)cc2C1(C)C	-2.9	-4.9	-11	6	·	-65	?	?	?
45	CCCCCCNC(=O)Cc1nc2nc(C)cc(C)n2n1	-1.0	·	3	-12	-0.6	-1	4	-6	3.4
46	COC(=O)c1cc(=O)n(Cc2cccs2)c(=Nc2ccccc2)s1	-2.1	0.5	1	-3	0.1	7	-4	0	-1.5
47	CC(C)(C)C(=O)OCc1nc(-c2ccc3c(c2)OCCO3)cs1	-1.6	0.6	16	2	-0.3	6	-15	2	-4.0
48	CCCN(CC(=O)Nc1ccccc1C)C(=O)c1ccc(C2SCCS2)cc1	-1.5	2.7	25	-1	-1.0	-2	?	-5	-1.3
49	COc1cc(OC)cc(C(=O)NCC(=O)OCC(=O)c2ccc3c(c2)-c2ccccc2C3)c1	-4.2	0.5	19	8	2.7	-3	-2	-2	0.3
50	O=C(CCC(=O)Nc1ccc(Cl)cc1Cl)NNC(=O)[C@@H]1CCCC[C@@H]1C(=O)O	-1.7	·	5	3	0.3	-3	5	0	0.7
51	O=c1c2nccnc2[nH]c(=S)n1Cc1ccccc1Cl	-0.7	0.3	13	4	-1.2	-4	-6	-7	-0.6
52	CCOC(=O)C1=C(C)N(Cc2ccccc2)C(=O)NC1c1ccc(OC)cc1 (configuration not stated)	0.2	·	0	10	0.9	0	-8	-4	0.9
53	COc1ccc(-n2ncc3c2CC(C)(C)CC3NC(=O)c2ocnc2C)cc1 (configuration not stated)	-3.8	0.4	26	1	1.3	1	-2	6	2.4
54	Cc1ccc(-n2ncc3c(NCCCN4CCCC4=O)ncnc32)c(C)c1	1.1	0.8	9	-8	-0.9	7	-2	0	-0.2
55	O=C(NCc1ccccc1)NC1(C(=O)N2CCCC2)CCCCC1	-4.0	2.2	2	-1	0.3	-7	16	0	-0.3
56	Cn1cccc1-c1cc(C(=O)N/N=C/c2cc(Br)ccc2O)[nH]n1	-6.5	2.0	-10	16	125*	1	0	-6	0.3

Sorted by molar mass (largest number first): some entries from above.
nr	canonical_smiles	FadD28 binding	TcdB GH inh	Y pestis TopoI	CCHF vOTU inh	PfHsp40 rescue	PrPC TRFRET	BoNT-F LC inh	Anthrax LF inh2	BoNT A protease
56	Cn1cccc1-c1cc(C(=O)N/N=C/c2cc(Br)ccc2O)[nH]n1	-6.5	2.0	-10	16	125*	1	0	-6	0.3
54	Cc1ccc(-n2ncc3c(NCCCN4CCCC4=O)ncnc32)c(C)c1	1.1	0.8	9	-8	-0.9	7	-2	0	-0.2
51	O=c1c2nccnc2[nH]c(=S)n1Cc1ccccc1Cl	-0.7	0.3	13	4	-1.2	-4	-6	-7	-0.6

Source: PubChem BioAssay

Rows were taken by chance; about 2.3% have a hit in one of these screens.
